# HKDC1 inh: HKDC1 hexokinase inhibitors, primary screen, biochemical, fluorescence, uHTS; Q2TB90; recombinant HKDC1, G6PDH/diaphorase resazurin coupled fluorescence; inhibition, % at 20 µM; 0.16% of 340,000 active;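 active = inhibition above about 35% when tested at 20 µM, limit read from the data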;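 also: plate controls were DMSO wells with enzyme for no effect and DMSO wells lacking enzyme for full effect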
#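 Test system: Recombinant HKDC1 (HK5) hexokinase enzyme, produced in-house | Input: HKDC1 at 5 µg/mL | Buffer or medium: Tris pH 8.0 buffer with MgCl2, Tween-20, BSA, BME | Schedule: 90 min reaction incubation at room temperature, dark | Technique: Resazurin-to-resorufin fluorescence via G6PDH and diaphorase coupling, 525/613 nm | Controls: DMSO wells with and without enzyme mix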
# SENP6 block: SENP6 protease inhibitors, primary screen, biochemical, luminescence, uHTS | inhibition, % at 10 µM | 1.8% of 330,000 active | Recombinant SENP6 catalytic domain, aminoluciferin luminescence;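 active = inhibition above about 50% at the single tested dose, limit read from the data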;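 also: plate controls were DMSO wells with enzyme for no effect and DMSO wells lacking enzyme for full effect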
# SENP8 block-1: SENP8 protease inhibitors, primary screen, biochemical, luminescence; purified SENP8, Z-RLRGG-aminoluciferin cleavage; AID 2540, 2010; Sentrin-specific protease 8 (Homo sapiens), Q96LD8; 1.2% of 330,000 active; inhibition, % at 10 µM; in the data active = inhibition above about 50%
# Target sequence (Q96LD8 whole entry, looked up): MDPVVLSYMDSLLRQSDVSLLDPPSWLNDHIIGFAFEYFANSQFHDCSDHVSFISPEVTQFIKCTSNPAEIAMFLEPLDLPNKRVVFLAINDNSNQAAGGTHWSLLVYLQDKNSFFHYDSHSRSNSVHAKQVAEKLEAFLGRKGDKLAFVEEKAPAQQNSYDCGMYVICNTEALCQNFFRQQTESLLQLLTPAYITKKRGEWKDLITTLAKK
# PfG6PD inh: PfG6PD enzyme inhibitors, primary screen, biochemical, fluorescence intensity, uHTS; 0.78% of 350,000 active; PfGluPho enzyme, NADPH resazurin-diaphorase fluorescence; inhibition, % at 20 µM;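 active = inhibition reaching at least a set limit at 20 µM in the primary screen, cut at about 59% in these data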;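 also: 0% = DMSO wells with substrate and 100% = DMSO wells lacking glucose-6-phosphate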
# beta cell repl: inducers of MIN6 beta-cell proliferation, primary screen, ATP luminescence, uHTS; MIN6 cells proliferation, ATPlite luminescence, 48 h; cells starved in 0.2% serum; 100% = growth in 10% serum; 0.29% of 330,000 active; proliferation, % at 10 µM;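 active = compounds whose signal lies at least 3.5 SD above the mean of all wells on their plate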;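 also: 0% = DMSO-treated cells in low-serum medium and 100% = 10% serum control; some compounds called inactive have numbers as strong as hits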
# SENP1 inh: human SENP1 catalytic domain inhibitors, primary screen, biochemical, FRET, uHTS | recombinant SENP1 catalytic domain, CyPet-SUMO1-YPet FRET cleavage | inhibition, % at 10 µM | 0.21% of 360,000 active | AID 624204, 2012;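 active = inhibition at least 30% at 10 µM, raw YFP signal under a set limit, fluorescence ratio 0.5 to 1.5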;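 also: 0% = enzyme with DMSO and 100% = no enzyme wells; some results filed as inactive read as strong as hits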
# Target sequence (Q9P0U3 419-644 limits assumed): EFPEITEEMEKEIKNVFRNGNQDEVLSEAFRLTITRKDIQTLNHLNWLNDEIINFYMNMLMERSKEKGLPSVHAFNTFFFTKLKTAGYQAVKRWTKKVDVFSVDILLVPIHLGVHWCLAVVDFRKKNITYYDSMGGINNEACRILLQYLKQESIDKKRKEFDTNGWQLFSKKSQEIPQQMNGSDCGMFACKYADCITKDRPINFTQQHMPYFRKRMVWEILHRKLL
#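 Assay system: hSENP1 catalytic domain, recombinant. Amount: SENP1 enzyme, 20 pM final. Schedule: 50 min reaction, RT, dark. Technique: FRET, CFP and YFP emission. Control set: no-enzyme wells low, DMSO-plus-enzyme wells high control.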
# SENP7 block: SENP7 protease inhibitors, primary screen, biochemical, luminescence, uHTS | recombinant SENP7, Z-RLRGG-aminoluciferin luminescence, 40 min | inhibition, % at 5 µM | 1.5% of 330,000 active;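 active = inhibition above about 50% at the single test dose, limit read from the data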;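 also: plate controls were DMSO with enzyme for no effect and no enzyme buffer wells for full effect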
# Target sequence (Q9BQF6 706-1050 limits assumed): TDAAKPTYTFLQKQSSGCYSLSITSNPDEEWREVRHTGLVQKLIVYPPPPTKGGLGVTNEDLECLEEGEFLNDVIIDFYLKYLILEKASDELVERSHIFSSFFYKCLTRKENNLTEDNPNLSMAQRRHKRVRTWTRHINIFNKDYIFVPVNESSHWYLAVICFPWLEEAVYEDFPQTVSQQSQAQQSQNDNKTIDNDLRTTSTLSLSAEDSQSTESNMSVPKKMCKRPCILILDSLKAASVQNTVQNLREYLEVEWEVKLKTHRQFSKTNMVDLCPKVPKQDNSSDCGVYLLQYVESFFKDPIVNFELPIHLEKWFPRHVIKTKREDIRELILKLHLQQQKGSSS
# UBC13 inh: UBC13 polyubiquitin chain formation inhibitors, primary screen, biochemical, TR-FRET, uHTS; Ubiquitin-conjugating enzyme E2 N (Homo sapiens), P61088; inhibition, % at 20 µM; 0.47% of 330,000 active; in the data active = inhibition above about 45%, passing the limit was not always enough
# Target sequence (P61088 whole entry, looked up): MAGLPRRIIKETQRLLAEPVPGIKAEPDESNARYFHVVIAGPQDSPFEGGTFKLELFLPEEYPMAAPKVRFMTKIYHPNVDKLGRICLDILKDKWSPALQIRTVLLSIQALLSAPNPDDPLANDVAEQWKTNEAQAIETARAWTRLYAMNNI
# SENP8 block-2: human SENP8 protease inhibitors, primary screen, biochemical, fluorescence, Nedd8 protein substrate, uHTS | Sentrin-specific protease 8 (Homo sapiens), Q96LD8 | recombinant SENP8 | inhibition, % at 20 µM | 0.64% of 360,000 active | AID 602440, 2012; in the data active = inhibition mostly above about 40%, no sharp cut-off; inactive = mostly below about 27%
# * hit, by the source's call; i = inactive; x = no result given.
[1] O=C(NCCCCCCNC(=O)OC1CCS(=O)(=O)C1)OC1CCS(=O)(=O)C1 (stereo not given)
[2] CCOc1ccc(C(Nc2ccc(C)cc2)P2(=O)OCC(C)(C)CO2)cc1 (stereo not given)
[3] O=C(O)CCCCCCCCc1cn(CN2C(=O)c3ccccc3C2=O)nn1
[4] O=C(c1cccs1)N1C(=O)c2cccc3cccc1c23
[5] CC(=O)NCCc1nc2ccccc2n1Cc1cccc(C)c1
[6] N#CC(/C(=N/S(=O)(=O)c1cccs1)c1ccccc1)c1nc2ccccc2[nH]1 (stereo not given)
assay / compound	1	2	3	4	5	6
HKDC1 inh	-6	1	-4	0	-3	-3
SENP6 block	-16	-8	-13	15	0	-9
SENP8 block-1	1	1	-4	11	5	7
PfG6PD inh	9	0	-9	-1	12	-14
beta cell repl	0	-2	-1	-1	0	-2
SENP1 inh	0	2	2	-3	3	0
SENP7 block	-1	9	-13	5	6	7
UBC13 inh	-2	-6	-13	11	-3	-2
SENP8 block-2	14	22	19	-9	20	4

[7] Cc1cccc(C)c1NC(=O)CSc1nc(C)c(CC(=O)c2ccc(Br)cc2)c(C)c1C#N
[8] CN1CCN(c2ccc(S(=O)(=O)N3CCCCC3)cc2N)CC1
[9] O=C(CCSc1nnc(-c2ccncc2)o1)Nc1ccc(F)cc1
[10] Cc1cc(F)ccc1S(=O)(=O)N1CCCOC1CNC(=O)C(=O)NC1CCCCC1 (stereo not given)
[11] O=C(N/C(=C\c1ccc(Br)cc1)C(=O)N1CCOCC1)c1ccco1
[12] O=C(c1ccc(OC2CCN(C/C=C/c3ccc(F)cc3)CC2)cc1)N1CCCCC1
assay / compound	7	8	9	10	11	12
HKDC1 inh	5	2	-3	-14	-2	0
SENP6 block	7	-1	-1	-2	-28	1
SENP8 block-1	3	7	-9	-4	3	5
PfG6PD inh	-22	2	-9	8	-7	-18
beta cell repl	-7	0	-3	1	-3	-5
SENP1 inh	-1	-3	4	1	0	0
SENP7 block	3	1	-5	12	-1	0
UBC13 inh	7	2	-9	-5	0	0
SENP8 block-2	18	11	24	3	-4	10

[13] CCn1c(SCC(=O)Nc2ccc(Cl)cc2)nc2nc3c(cc2c1=O)CCCC3
[14] Cc1onc(-c2ccccc2)c1-c1n[nH]c(=S)n1-c1ccccc1Cl
[15] CCCCOc1ccc(C2OC34CCCCC3C(C#N)(C#N)C2(C#N)C(=N)O4)cc1 (stereo not given)
[16] CN(C(=O)c1ccc(-c2nn(C)c(=O)c3ccccc23)cc1)C1CCCCC1
[17] CCC(C)Sc1ccc([C@@H]2[C@@H]3C(=O)N(CC)C(=O)[C@@H]3[C@]3(C(=O)OC)CCCCN23)cc1OC (stereo not given in full)
[18] Cc1ccnc(SC2CC(=O)N(c3ccc([N+](=O)[O-])cc3)C2=O)n1 (stereo not given)
assay / compound	13	14	15	16	17	18
HKDC1 inh	7	-7	6	1	3	-7
SENP6 block	12	2	-6	0	-5	-16
SENP8 block-1	7	-3	-5	-6	9	-2
PfG6PD inh	-6	20	15	-11	38	-1
beta cell repl	-4	0	9.8*	-2	-6	-1
SENP1 inh	-8	-1	-21	1	-3	-2
SENP7 block	0	0	7	-3	8	-10
UBC13 inh	1	4	1	5	4	-2
SENP8 block-2	13	6	-281	1	-65	11

[19] COc1ccc(Cl)cc1S(=O)(=O)N1CCC(C(=O)NCCC2=CCCCC2)CC1
[20] Nc1ccc(C2=Nc3cccc4cccc(c34)N2)cc1
[21] CC(=O)NC(N1CCCCC1)C(F)(F)C(F)(F)C(F)(F)C(F)F (stereo not given)
[22] CCn1cc(/C=C(\NC(=O)c2ccccc2F)C(=O)NCCCN2CCOCC2)c2ccccc21
[23] O=C(COc1ccc(Br)cc1Br)NC(=S)Nc1cccc(CO)c1
[24] COc1ccc(C2CC(C)=NN2C=O)cc1OC (stereo not given)
assay / compound	19	20	21	22	23	24
HKDC1 inh	-6	-1	-9	1	-4	-6
SENP6 block	5	x	17	-2	19	7
SENP8 block-1	4	x	-2	-1	1	6
PfG6PD inh	-3	18	3	8	-12	-5
beta cell repl	3	x	-1	-4	0	0
SENP1 inh	1	-14	3	1	1	2
SENP7 block	-4	x	0	-4	2	5
UBC13 inh	-2	x	8	4	4	-1
SENP8 block-2	-3	11	17	5	18	14

[25] Cc1ccc(CNC(=O)C2CCCN2S(=O)(=O)c2ccc3c(c2)C(C)(C)C(=O)N3C)cc1 (stereo not given)
[26] COc1ccc(OC)c(NP2(=O)OCC(C)([N+](=O)[O-])CO2)c1 (stereo not given)
[27] Cc1[nH]n(-c2ccccc2)c(=O)c1C(C[N+](=O)[O-])c1ccc(F)cc1 (stereo not given)
[28] CCCCCCCC(=O)NC(Nc1ccc(S(N)(=O)=O)cc1)C(Cl)(Cl)Cl (stereo not given)
[29] CCOC(=O)CSc1n[nH]c(=S)s1
[30] CC1(C)Cc2cccc(OCC(=O)O)c2O1
assay / compound	25	26	27	28	29	30
HKDC1 inh	-6	6	-7	4	-1	3
SENP6 block	-3	x	5	-5	11	-20
SENP8 block-1	-1	x	-1	-1	4	-4
PfG6PD inh	-1	30	15	14	20	-9
beta cell repl	-3	x	0	-2	6	-1
SENP1 inh	0	3	3	0	2	2
SENP7 block	-2	x	25	-1	6	4
UBC13 inh	-3	x	-20	1	-10	1
SENP8 block-2	18	16	40	10	14	24

# Compounds listed so far containing a Cl atom, in the order listed:
[13] CCn1c(SCC(=O)Nc2ccc(Cl)cc2)nc2nc3c(cc2c1=O)CCCC3
[14] Cc1onc(-c2ccccc2)c1-c1n[nH]c(=S)n1-c1ccccc1Cl
[19] COc1ccc(Cl)cc1S(=O)(=O)N1CCC(C(=O)NCCC2=CCCCC2)CC1
[28] CCCCCCCC(=O)NC(Nc1ccc(S(N)(=O)=O)cc1)C(Cl)(Cl)Cl (stereo not given)
assay / compound	13	14	19	28
HKDC1 inh	7	-7	-6	4
SENP6 block	12	2	5	-5
SENP8 block-1	7	-3	4	-1
PfG6PD inh	-6	20	-3	14
beta cell repl	-4	0	3	-2
SENP1 inh	-8	-1	1	0
SENP7 block	0	0	-4	-1
UBC13 inh	1	4	-2	1
SENP8 block-2	13	6	-3	10

# Reprinted at random: 4 entries already listed.
[1] O=C(NCCCCCCNC(=O)OC1CCS(=O)(=O)C1)OC1CCS(=O)(=O)C1 (stereo not given)
[30] CC1(C)Cc2cccc(OCC(=O)O)c2O1
[25] Cc1ccc(CNC(=O)C2CCCN2S(=O)(=O)c2ccc3c(c2)C(C)(C)C(=O)N3C)cc1 (stereo not given)
[9] O=C(CCSc1nnc(-c2ccncc2)o1)Nc1ccc(F)cc1
assay / compound	1	30	25	9
HKDC1 inh	-6	3	-6	-3
SENP6 block	-16	-20	-3	-1
SENP8 block-1	1	-4	-1	-9
PfG6PD inh	9	-9	-1	-9
beta cell repl	0	-1	-3	-3
SENP1 inh	0	2	0	4
SENP7 block	-1	4	-2	-5
UBC13 inh	-2	1	-3	-9
SENP8 block-2	14	24	18	24

# The list goes on:
[31] C=CCC[C@@H](Cc1ccc(F)cc1)C(=O)OC[C@@H](C)NC(=O)[C@@H](CC=C)CC(=O)N[C@H](CO)Cc1ccccc1
[32] COC(=O)c1cc(OC)c(OC)cc1N
[33] COc1ccc(CNC(=O)c2cccc(-c3ccc(C)c4ccccc34)n2)cc1
[34] Cc1cc(/C=C2\SC(=Nc3ccc(F)cc3)NC2=O)c(C)n1-c1ccc(S(N)(=O)=O)cc1
[35] COc1ccc2c(c1)[C@H]1[C@H](CO2)[C@H](c2ccccc2)[C@]2(C)C(=O)Nc3cc(OC)c(OC)cc3C(=O)N12
[36] COc1ccc(C2C(C(C)=O)=C(O)C(=O)N2CCc2c[nH]c3ccccc23)cc1OC (stereo not given)
assay / compound	31	32	33	34	35	36
HKDC1 inh	-1	3	-2	1	11	-3
SENP6 block	-7	-8	1	-10	-9	2
SENP8 block-1	-11	2	-4	-13	2	0
PfG6PD inh	-1	0	31	20	22	-23
beta cell repl	-4	2	-7	-4	-7	-3
SENP1 inh	3	2	-1	-92	-18	-2
SENP7 block	-2	-5	-1	-6	2	5
UBC13 inh	-7	2	9	-29	9	-22
SENP8 block-2	15	i	-84	-144	-9	20

[37] CN(CC(=O)Nc1ccc(N2CCOCC2)cc1)CC(=O)Nc1cccc(C#N)c1
[38] COc1ccc(C)cc1S(=O)(=O)N1CCCC(C(=O)NC2CC2)C1 (stereo not given)
[39] CCOC(=O)c1oc2ccccc2c1N
[40] CCOc1cccc(-c2nnc3sc(-c4cc(OC)c(OC)c(OC)c4)nn23)c1
[41] COc1ccc(C(=O)Sc2ccc(Cl)cc2)cc1OC
[42] Cc1ccc(OCC(=O)Nc2ccc3c(c2)nc(CCN2CCOCC2)n3C)cc1
assay / compound	37	38	39	40	41	42
HKDC1 inh	-10	-4	-1	-3	8	-5
SENP6 block	0	10	5	3	-12	-15
SENP8 block-1	-6	8	-24	4	-23	-19
PfG6PD inh	-14	2	2	-9	-10	10
beta cell repl	-2	-4	0	1	-4	-3
SENP1 inh	4	1	2	-2	1	-2
SENP7 block	0	5	1	1	-12	-13
UBC13 inh	5	-3	-4	17	9	-18
SENP8 block-2	30	3	-476	-56	18	2

[43] CN1C(=O)[C@H]2[C@@H](C3CC3)N3C(=O)CN(Cc4ccc(-c5ccccc5)cc4)C(=O)[C@@]3(C)[C@H]2C1=O
[44] CC(C)(C)C(=O)Nc1nnc(SCC(=O)NC2CCCC2)s1
[45] O=C1/C(=C/C=C/c2ccccc2)Oc2c1ccc(O)c2CN1CCN(CCO)CC1
[46] CC(NC(=O)C1CCC(CNC(=O)[C@@H]2Cc3ccccc3CN2)CC1)c1ccccc1 (stereo not given in full)
[47] C/C(=N\NC(=S)NC1CCCCC1)c1ccc(C)o1
[48] COc1ccccc1N/C=C1/Sc2cc(Cl)ccc2NC1=O
assay / compound	43	44	45	46	47	48
HKDC1 inh	-6	-3	-3	-6	-7	x
SENP6 block	-3	-35	-29	16	-26	-5
SENP8 block-1	3	-2	-1	5	3	9
PfG6PD inh	17	15	16	-11	4	x
beta cell repl	-1	-2	-5	-4	-4	-4
SENP1 inh	-2	2	-18	2	1	x
SENP7 block	-4	-22	12	2	3	2
UBC13 inh	10	-3	4	-3	5	-3
SENP8 block-2	1	3	-265	6	8	x
